LGR2 antag: blocks bursicon-induced cAMP signaling via Drosophila LGR2. HEK293 LGR2, CRE-luciferase, bursicon-stimulated, 4 h. inhibition, % at 9.99 µM. actives 0.35% (n = 380,000);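 active means drop in luminescence signal, shown as inhibition above about 50% in the replicate tests, limit read from the data, passing the limit was not always enough; inconclusive means probably only some replicates passing the limit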;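 further: agonist challenge used bursicon conditioned medium at about half maximal strength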
miR-122 sensor: inhibitors of miR-122 in Huh7 cells; activation (reporter increase), % at 12.5 µM; Huh7 miR-122 Renilla luciferase sensor, 48 h; neutral wells = 0, positive control = 100; AID 602342; actives 0.3% (n = 340,000);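 active means mean replicate activation score at least 90 and every replicate individually at or above 90; inconclusive means only one of the two criteria met; inactive means neither criterion met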;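 further: higher luciferase means less miR-122 activity so hits act as miR-122 inhibitors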
PGC1a acetyl inh: PGC1a acetylation modulation, inhibitor mode. AID 651687. actives 0.17% (n = 350,000). U2OS PGC1a acetylation, AlphaScreen anti-acetyl-lysine; with virally co-expressed GCN5 acetyltransferase. inhibition, % at 15.6 µM;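 active means every replicate shows inhibition of at least 40%; inconclusive means mean inhibition at least 40% but some replicate below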;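 further: 0% = neutral control wells and 100% = positive control wells; some results beyond the cut were filed as inactive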
FN deposition inh: fibronectin deposition inhibition; AH1F fibroblasts, Alexa488-fibronectin deposition fluorescence, overnight; inhibition, % at 12.6 µM; actives 0.086% (n = 350,000);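 active means mean inhibition across replicates of 30% or more, regardless of how many single replicates reach that level; inconclusive means mean under 30% yet at least half of replicates reach 30%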;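 further: positive control wells lacked labelled fibronectin entirely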
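Material: AH1F fibroblast monolayer depositing Alexa488-labelled fibronectin into matrix | Input: 10000 AH1F cells/well | Medium: DMEM plus 2% serum, read in PBS | Reagent: Alexa488-fibronectin, 24 nM final in well | Compound dosing: One dose per compound, pinned | Schedule: 1 h adhesion, overnight exposure | Measured by: Fluorescence at 485 nm excitation, 525 nm emission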
EWS-Fli block: blocks EWS/Fli oncoprotein-driven transcription; A673 NR0B1-luciferase reporter, viability-normalised; inhibition, % at 12.6 µM; actives 0.67% (n = 350,000); AID 651661;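 active means mean inhibition of at least 50% after viability correction, with every replicate also passing that limit; inconclusive means mean reaches 50% but only one of two replicates passes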;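 further: firefly luciferase signal divided by Alamar Blue viability fluorescence both relative to DMSO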
CASP6 VEID inh: blocks human caspase-6 cleavage activity. inhibition, % at 12.5 µM. purified caspase-6, Z-VEID-R110 cleavage fluorescence. AID 686996. P55212. actives 0.53% (n = 350,000);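 active means mean inhibition across replicates at least about 35%, with every replicate also reaching that limit, limit read from the data; inconclusive means only one of the two criteria met; inactive means neither criterion met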;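 further: 0% = median of neutral control wells and 100% = no fluorescence left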
Target sequence (P55212 24-179 limits assumed): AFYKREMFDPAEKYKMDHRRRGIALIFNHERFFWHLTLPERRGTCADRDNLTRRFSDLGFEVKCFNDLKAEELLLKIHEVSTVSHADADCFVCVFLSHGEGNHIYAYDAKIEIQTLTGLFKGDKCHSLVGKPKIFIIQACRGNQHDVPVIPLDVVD
Target sequence (P55212 194-293 limits assumed): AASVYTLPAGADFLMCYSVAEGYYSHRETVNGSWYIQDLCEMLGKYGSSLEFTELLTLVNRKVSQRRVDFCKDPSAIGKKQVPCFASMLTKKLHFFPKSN
PAX8 inh HTS: lowers PAX8-driven luciferase in RMG-I cells. RMG-I TPO-luciferase reporter, SteadyGlo, 24 h. inhibition, % at 12.6 µM. actives 1.2% (n = 360,000);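 active means mean replicate inhibition at least 60% with every replicate also reaching 60%; inconclusive means only one of the two criteria is met; inactive means mean below 60% and not all replicates reaching 60%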;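 further: luciferase light reporting Pax8 driven TPO promoter activity; plate controls were median of neutral control wells for no effect and mitoxantrone controls for full effect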
Cneo AK release: Cryptococcus neoformans lysis via adenylate kinase release; C. neoformans lysis, adenylate kinase release luminescence, 4 h; normalised: neutral wells 0, clomiphene wells 100; lysis activity, % at 15 µM; actives 0.2% (n = 360,000);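 active means mean lysis activity across replicates of at least 80%, whatever share of replicates individually reach that level; inactive means mean lysis activity below 80%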
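Material – log-phase Cryptococcus neoformans yeast cells · Input – 5 × 10^6 yeast cells/mL · Medium – fresh YPD growth medium · Doses – single compound concentration per well · Timing – static 4 h at 37 °C with compound, 1 h detection · Detection – adenylate kinase release luminescence · Read-out – signal increase indicating cell lysis · Control set – Clomiphene as positive lysis control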
* marks the source's active call; other numbers are inactive results; ? = inconclusive; · = not tested or not shown; [ ] = another dose, or the depositor's remark.

Value order: FN deposition inh	PAX8 inh HTS	EWS-Fli block	miR-122 sensor	CASP6 VEID inh	Cneo AK release	LGR2 antag	PGC1a acetyl inh
1	CC(C(=O)c1ccccc1)n1cnc2ccccc2c1=O (configuration not stated)
→ 0.0	-18.4	·	·	·	-0.7	·	1.0
2	Cc1cn(S(=O)(=O)c2ccc(Br)cc2)cn1
→ 1.6	1.3	·	0.0	·	10.8	·	-1.9
3	COC(=O)c1ccc(C(=O)OC)c(NC(=O)C2CC(=O)N(C3CCCC3)C2)c1 (configuration not stated)
→ 5.6	11.0	1.0	2.9	0.2	0.8	-6.8	-6.3
4	O=C1N[C@@H](Cc2c[nH]c3ccccc23)COC(=O)[C@@H](Cc2ccc(F)cc2)CC/C=C/C[C@@H]1CC(=O)N(CCO)Cc1ccccc1
→ -7.6	75.4*	10.1	·	4.1	-1.2	15.5	·
5	CC(=O)Nc1ccc(NC(=O)c2ccc(CSc3ccccc3)o2)cc1
→ -3.5	-6.2	4.0	·	-1.6	·	-6.6	5.0
6	COc1ccc2c3c([nH]c2c1)[C@H](CO)N(C(=O)CN(C)C)CC31CN(C(=O)c2cccnc2)C1
→ -12.1	·	-5.2	·	·	·	-16.8	2.2
7	CC(C)C(NC(=O)c1ccco1)C(=O)OCC(=O)N1CC(=O)Nc2ccccc21 (configuration not stated)
→ 2.9	-23.6	8.7	5.1	1.0	6.1	-2.3	·
8	C[C@@H]1CN([C@H](C)CO)C(=O)c2cccc(NC(=O)Nc3ccccc3)c2O[C@H]1CN(C)S(=O)(=O)c1ccc(F)cc1
→ ·	-1.1	15.8	9.9[16.7 µM]	3.6	52.3	-2.8	7.7
9	COc1ccccc1CCNC(=O)C1CCN(c2nnc(C)c3c(C)n(-c4ccc(C)cc4)nc23)CC1
→ -3.2	51.2	44.6	-4.1	-4.2	1.7	-4.5	·
10	Cc1ccc(S(=O)(=O)N[C@@H]2CC[C@@H](CCNC(=O)Cc3ccccn3)O[C@@H]2CO)cc1
→ ·	0.9	0.9	·	-3.1	-1.9	11.2	0.2
11	Cc1ccc(CNC(=O)c2cccc(-n3cnnn3)c2)cc1
→ -0.5	·	·	0.0	·	-1.1	·	12.3
12	CCCC(=O)Nc1ccc2c(c1)OC[C@@H](C)N(C(=O)C1CCCC1)C[C@H](C)[C@@H](OC)CN(C)C2=O
→ -6.5	·	8.1	-17.8[16.7 µM]	-0.8	51.4	9.5	0.9
13	C[C@H](CO)N1C[C@H](C)[C@@H](CN(C)C)Oc2ccc(NC(=O)Nc3ccc(C(F)(F)F)cc3)cc2C1=O
→ -4.5	5.7	10.2	3.5[16.7 µM]	-4.0	-0.3	7.2	-3.0
14	CC(C)CC#Cc1ccc2c(c1)O[C@@H](CN(C)Cc1cncnc1)[C@H](C)CN([C@@H](C)CO)S2(=O)=O
→ ·	·	-3.5	6.3[16.7 µM]	3.2	-5.9	-12.4	13.7
15	O=C(O)CC1c2ccccc2CCN1S(=O)(=O)c1ccc(F)cc1 (configuration not stated)
→ 0.3	-2.4	-0.7	0.2	1.4	-0.2	0.9	·
16	CN1C(=O)c2cc(NC(=O)c3cscn3)ccc2OC[C@@H]2O[C@H](CC(=O)NCC3CC3)CC[C@H]21
→ -16.2	-11.2	-6.9	-29.2[16.7 µM]	·	-0.5	-1.7	5.7
17	Cc1cccc(N(CC(=O)NC2CCCCC2)C(=O)CCC(=O)Nc2nccs2)c1
→ 5.9	-9.9	-2.2	1.7	-2.5	-0.8	-3.8	6.2
18	COc1ccc(C(=O)C2CCCN(C(=O)c3cc(C(C)C)no3)C2)cc1F (configuration not stated)
→ 4.6	15.0	9.9	·	3.0	·	-10.4	·
19	CC1=C/C(=C/N(C)c2ccccc2)C(=O)S1
→ -3.5	11.5	·	0.1	·	-3.2	·	-3.9
20	O=C(c1cccc(C(F)(F)F)c1)c1c[nH]c(C(=O)NCCCN2CCOCC2)c1
→ ·	2.9	-5.2	·	5.0	·	·	-0.2
21	O=C(NCCc1ccccc1)C1CCN(C2CCN(Cc3ccco3)CC2)CC1
→ -10.0	8.9	15.8	·	-7.7	-4.3	·	0.2
22	O=C(Cc1ccc2cccnc2c1)c1ccc(O)cc1O
→ ·	·	·	3.8	·	-10.6	-46.8	2.4
23	COc1cc(CO)c(OC)c([N+](=O)[O-])c1
→ -4.3	-1.9	-2.5	-4.6	-0.8	0.1	-11.5	9.0
24	COc1ccc(C)cc1N(CC(=O)Nc1cccnc1)S(=O)(=O)c1ccc(C)cc1
→ -9.3	-0.5	-15.3	71.7	2.9	-1.9	13.2	-3.9
25	Cc1ccc(N2C(=O)N(CC(=O)Nc3cccc(Cl)c3)C(=O)C2C)cc1 (configuration not stated)
→ -1.7	-16.3	-32.4	·	-1.4	·	5.3	·
26	COc1cccc(CN(C)C(=O)CCc2nnc(-c3ccsc3)o2)c1
→ -0.3	-56.1	-20.7	·	0.0	·	-6.5	8.7
27	Cc1ccc(N2CCN(C(=S)c3ccc(N(C)C)cc3)CC2)cc1
→ -8.1	·	·	1.2	·	3.7	·	-6.0
28	C[C@H](CO)N1C[C@H](C)[C@H](CN(C)Cc2ccc(C(=O)Nc3ccccc3N)cc2)Oc2ccc(NS(=O)(=O)c3ccc(F)cc3)cc2C1=O
→ -9.6	25.7	45.5	53.8[16.7 µM]	-0.6	-1.2	3.9	5.2
29	Cc1ccc(C(=O)c2c[nH]c(C(=O)NCCCN3CCOCC3)c2)cc1
→ ·	·	·	-2.9	-4.2	-2.3	7.8	·
30	Cc1cccc(/C=C/c2onc(C)c2S(=O)(=O)N2CCC(C(=O)N3CCCCCC3)CC2)c1
→ 10.0	17.6	·	-4.2	-2.3	1.0	-5.4	-5.0
31	COc1ccc(OCCCC(=O)ON=C(N)c2ccccc2C)cc1
→ -5.2	-3.1	5.1	-7.8	-4.8	-3.5	9.6	-2.8
32	Cc1ccc(C(NC(=O)NN2CCN(C)CC2)C(Cl)Cl)cc1F (configuration not stated)
→ 3.7	-79.7	-42.9	·	-7.2	-1.7	23.5	·
33	COc1ccc(OCCC(=O)NCC23CC4CC(CC(C4)C2)C3)cc1
→ 0.2	6.9	5.3	3.7	·	1.6	11.6	-20.5
34	CCOC(=O)[C@]12CCCC=C1N(Cc1cccc3ccccc13)C(=O)[C@H](CC(=O)NCCCCc1ccccc1)C2
→ 9.8	16.3	5.0	·	0.2	·	?	·
35	CCn1cc(CN2CCN(Cc3ccccc3)C(CCO)C2)c2ccccc21 (configuration not stated)
→ 0.7	23.1	10.4	7.2	1.0	0.1	·	0.8
36	Cn1nc(C(=O)Nc2ccc(Cl)c(S(=O)(=O)N3CCOCC3)c2)c2ccccc2c1=O
→ 2.3	7.4	4.4	-7.6	1.8	1.2	0.0	-2.8
37	CCCCN(C(=O)CC1CCCC1)c1c(N)n(Cc2ccccc2)c(=O)[nH]c1=O
→ -0.1	-5.8	4.3	-0.9	12.8	-2.2	-2.3	-5.2
38	O=C(Nc1ccccc1)N1CCCCN2[C@H](C1)[C@H](c1ccc(C3=CCCCC3)cc1)[C@@H]2CO
→ ·	30.9	2.8	34.3[16.7 µM]	-7.9	32.1	12.1	9.0
39	O=S(=O)(Cc1ccccc1Cl)NCCOc1ccccc1
→ -15.5	-11.2	·	-1.8	-0.4	14.4	-5.4	6.6
40	COc1ccccc1CN1C[C@@H]2C[C@@H](c3ccc(C)c(C)c3)N3CCC[C@@]23C1=O
→ 0.5	2.7	-3.6	·	-1.7	·	17.9	·
41	CN(CCc1ccccc1)C(=O)c1cccc(NC(=O)Cc2cccc(NC(=O)C3CCCN(S(=O)(=O)c4cccc([N+](=O)[O-])c4)C3)c2)c1 (configuration not stated)
→ ·	19.7	14.3	·	-1.8	-0.2	5.0	·
42	O=C(C[C@@H]1C[C@@H]2c3cc(NC(=O)Cc4ccncc4)ccc3O[C@@H]2[C@@H](CO)O1)NCc1ccc2c(c1)OCO2
→ ·	7.5	9.3	-3.8[16.7 µM]	-0.1	6.7	-2.8	-1.9
43	O=C(CCn1c(=O)sc2ccccc21)Nc1cccnc1
→ ·	·	-7.4	0.3	0.5	-1.4	-11.1	0.4
44	COc1cccc(CN(C)C(=O)c2cc(-c3ccc(OC)c(OC)c3)nc3ccccc23)c1
→ 5.0	10.6	·	1.7	4.5	-0.1	0.3	-0.7
45	CCOC(=O)C1=C(C)c2ccccc2OC1(CC)C(=O)OCC (configuration not stated)
→ -7.8	-9.8	-4.7	10.4	-0.2	9.8	-4.8	13.0
46	Cn1cc([C@]2(O)C(=O)Nc3ccc(OC(F)(F)F)cc32)c2ccccc21
→ -11.6	24.8	11.6	·	3.5	·	-6.9	·
47	CCOc1ccccc1N1CCN(C(=S)NC(=O)C23CC4CC(CC(C4)C2)C3)CC1
→ -10.8	-21.5	14.2	·	0.7	·	·	·
48	CN(C)/C=C1\C(=O)NN=C1C(F)(F)F
→ 11.6	-0.1	7.3	·	6.3	·	17.9	·
49	Clc1ccccc1C1CC(c2ccccc2)Nc2ncnn21 (configuration not stated)
→ 3.0	0.3	-1.3	·	-2.5	-4.6	2.5	·
50	CN(Cc1ccccc1F)C(=O)c1ccc(NS(=O)(=O)c2ccc3[nH]c(=O)[nH]c3c2)cc1
→ 15.4	·	4.3	·	4.0	1.7	3.8	6.8
51	C[C@@H]1CN([C@H](C)CO)C(=O)c2cccc(NS(=O)(=O)c3ccccc3)c2O[C@@H]1CN(C)C(=O)Nc1cccc2ccccc12
→ ·	-8.9	8.5	1.9[16.7 µM]	0.0	43.6	-14.0	-7.8
52	CCCC(=O)Nc1cc(-c2nc3ncccc3o2)ccc1C
→ ·	·	·	-2.0	·	-0.4	-5.9	-3.1
53	COc1ccc(C(=O)OCC(=O)N2CCN(S(=O)(=O)c3ccc(C)cc3)CC2)cc1[N+](=O)[O-]
→ -5.2	10.4	-3.8	-5.6	0.3	1.2	-3.7	4.7
54	Cc1cc(C)cc(-n2c(C)cc(/C=N/NC(=O)c3ccncc3)c2C)c1
→ 4.6	-8.8	9.8	-2.9	-5.1	0.7	5.9	·
55	CC(=O)C1=C(c2ccccc2)NC(=S)NC1c1cc(Cl)c(OC(C)C)c(Cl)c1 (configuration not stated)
→ 0.5	-3.5	·	-3.1	·	3.4	15.3	-4.8
56	O=C(c1cc2c(s1)CCC2)N1C(=O)c2ccccc2S1(=O)=O
→ ·	·	·	-8.8	·	-1.2	2.2	1.5
